ALOX12 inh: Primary qHTS assay for inhibitors of human arachidonate 12S-lipoxygenase (ALOX12): Round 2 | Polyunsaturated fatty acid lipoxygenase ALOX12 (Homo sapiens), P18054 | purified 12hLO, xylenol orange hydroperoxide absorbance | Potency, µM (series often up to 108 µM), for the others: at the highest dose activity change, negative = inhibition, actives largely listed as inhibitors | 1.1% of 580,000 active; also: potency is read from the fitted curve at half-maximal effect; % is scaled to controls: 0 for no effect and ±100 for the full control effect
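Purified human 12hLO at 150 nM in 25 mM Hepes, 0.01% Triton X-100, pH 7.0, preincubated 15 min at room temperature with compound. Reaction started with 40 uM arachidonic acid, 30 min at room temperature. Hydroperoxide measured by Fe-xylenol orange, 573/405 nm absorbance ratio.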
RGS4 inh: Inhibitors of Regulator of G Protein Signaling (RGS) 4: qHTS. Transcreener GDP fluorescence polarization, RGS4-accelerated GTP hydrolysis. Regulator of G-protein signaling 4 (Homo sapiens), P49798. Potency, µM (doses to about 114 µM), without a hit: top-dose activity change, negative = inhibition, most hits filed as inhibitors. 0.039% of 390,000 active; also: potency is read from the fitted curve at half-maximal effect; % is scaled to controls: 0 for no effect and ±100 for the full control effect; nearly all actives have a fitted effect of over 75% in size; some results filed as inactive show a strong effect at the top dose
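MLSMR compounds (23 nl, pin-transferred) preincubated 10 min at room temperature with a 500nM (2x) first reagent, then RGS4 at 900nM (2x) plus Transcreener GDP mix added; fluorescence polarization (620/688 nm) read before and after 90 min at 30 °C.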
Vif-APOBEC3F blk: qHTS for Inhibitors of Vif-A3F Interactions: qHTS. 0.2% of 390,000 active. Potency, µM (top dose mostly 46.1 µM), for inactives: at the top dose activity, negative = active. AID 602313, 2012. HeLa A3F-eYFP + Vif (tagged APOBEC3F with the HIV-1 protein that degrades it), YFP fluorescence increase; also: potency is read from the fitted curve at half-maximal effect; % of control where 0% means no effect; nearly all actives have a fitted effect of over 65% in size
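HeLa cells stably expressing A3F-eYFP plus Vif, plated and incubated overnight at 37 deg C, then exposed to compounds overnight at 37 deg C. Blocked degradation read as raised yellow fluorescence (Ex 488/Em 500-530).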
GRP78 ERSR act: qHTS for Inducers of the Endoplasmic Reticulum Stress Response (ERSR) in Human Glioma: qHTS | U87-MG GRP78 promoter luciferase reporter, 16 h | Potency, µM, without a hit: top-dose activation, usual class: activators | 0.02% of 420,000 active; also: potency is read from the fitted curve at half-maximal effect; series mostly up to about 76 µM; % of control where 0% means no effect; nearly all actives have a fitted effect of over 35% in size
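ERSR induction read as luciferase luminescence (Bright-Glo, 10 min at room temperature) in stably transfected human U87-MG glioma cells exposed to compounds for 16 h, using GRP78 as sensor.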
ERG-DNA inh: qHTS for Small Molecule Inhibitors of the ERG Ets/DNA interaction. fluorescence polarization, His-ERG Ets domain / labelled DNA. Potency, µM (doses to about 76.9 µM), inactives show top-dose FP activity, negative = inhibition, actives largely listed as inhibitors. 0.028% of 370,000 active. AID 624246, 2012; active = well fitted inhibition curve with a large enough effect in the polarisation, with a control signal flat; inconclusive = small, poorly fitted or top-dose-only effect, or effect the other way, or a change in a side signal; inactive = no such curve, though single readings can be large or run the other way; the % refers to the polarisation;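 also: polarization taken with two DNA probes labelled with fluorescein and Texas red; potency is read from the fitted curve at half-maximal effect; % of control where 0% means no effect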
Target sequence (P11308 whole entry, looked up, the tested form may be a part): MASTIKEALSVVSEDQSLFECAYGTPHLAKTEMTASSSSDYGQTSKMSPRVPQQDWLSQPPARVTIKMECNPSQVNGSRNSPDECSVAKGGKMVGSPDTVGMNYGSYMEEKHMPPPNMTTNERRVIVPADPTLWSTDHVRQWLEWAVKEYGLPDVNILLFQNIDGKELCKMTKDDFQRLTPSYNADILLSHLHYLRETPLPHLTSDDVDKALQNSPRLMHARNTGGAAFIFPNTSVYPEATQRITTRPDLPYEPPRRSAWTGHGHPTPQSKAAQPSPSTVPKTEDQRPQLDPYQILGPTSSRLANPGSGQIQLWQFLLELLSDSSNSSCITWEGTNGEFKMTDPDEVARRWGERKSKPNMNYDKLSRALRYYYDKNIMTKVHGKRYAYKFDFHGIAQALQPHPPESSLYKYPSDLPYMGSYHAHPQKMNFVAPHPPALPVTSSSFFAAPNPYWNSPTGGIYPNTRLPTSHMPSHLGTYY
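His-tagged ERG Ets domain (1 uM in the protein solution; 300mM KCl, 50mM Tris-HCl, 1mM EDTA, 1mM DTT, pH 7.5) received compound, then a probe mix of 5 nM fluorescein-DNA and 100nM Texas-615-DNA. Fluorescence polarization was read for both dyes.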
D2 ag: HTS Assay for Allosteric Agonists of the Human D2 Dopamine Receptor: Primary Screen for Agonists | HEK293 T-REx D2 cells, calcium flux agonist mode | activation, % at 2 µM | 0.53% of 340,000 active | D(2) dopamine receptor (Homo sapiens), P14416;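 active = activation over 3 SD above normal in the single-dose calcium agonist read, cut at about 30% in these data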; also: 0% is about no effect
Target sequence (P14416 whole entry, looked up): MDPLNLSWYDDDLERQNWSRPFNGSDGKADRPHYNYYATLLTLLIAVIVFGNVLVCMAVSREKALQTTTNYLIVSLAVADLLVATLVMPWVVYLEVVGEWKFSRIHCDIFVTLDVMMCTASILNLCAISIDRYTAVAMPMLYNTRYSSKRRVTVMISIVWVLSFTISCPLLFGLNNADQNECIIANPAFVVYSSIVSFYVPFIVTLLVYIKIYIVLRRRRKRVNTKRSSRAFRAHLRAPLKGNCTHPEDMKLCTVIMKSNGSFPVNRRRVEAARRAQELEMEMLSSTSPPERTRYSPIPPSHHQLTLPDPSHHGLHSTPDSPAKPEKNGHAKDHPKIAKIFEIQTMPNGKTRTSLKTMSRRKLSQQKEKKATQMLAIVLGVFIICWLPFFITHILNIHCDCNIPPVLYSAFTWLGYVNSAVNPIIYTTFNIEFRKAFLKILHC
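Agonism is scored from calcium flux in a force-coupled, inducible HEK293 cell line expressing D2, read kinetically for 180 s after compound addition against dopamine controls.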
Vif-A3G inh: qHTS for Inhibitors of Vif-A3G Interactions: qHTS; DNA dC->dU-editing enzyme APOBEC-3G (Homo sapiens), Q9HC16; HeLa A3G-eYFP + Vif (tagged APOBEC3G with the HIV-1 protein that degrades it), YFP fluorescence, overnight; Potency, µM (highest dose often 46.1 µM), for the others: at the top dose activity, negative = active, hits mostly inhibitors; 0.076% of 410,000 active; AID 602310, 2012;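 also: potency is read from the fitted curve at half-maximal effect; % is scaled to controls: 0 for no effect and ±100 for the full control effect; nearly all actives have a fitted effect of over 60% in size; hits raise eYFP signal because A3G escapes Vif-driven loss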
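Read-out is eYFP fluorescence (Ex 488/Em 500-530) from Vif-expressing HeLa A3G-eYFP cells; more signal means A3G escaped Vif-mediated degradation. Cells plated overnight, compound pinned in, incubated overnight at 37 deg C.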
LDHA inh: qHTS assay for inhibitors of human lactate dehydrogenase; purified LDHA, NADH/diaphorase-resazurin fluorescence; stronger effect = lower value; activity change, % (values are at about 110 or 230 µM); 0.15% of 480,000 active; AID 1347041, 2019; in the data active = activity change below about -30%; inconclusive = mostly about -25% to -30%;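 also: plate controls were DMSO wells for no effect and wells without enzyme for full effect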
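Human LDH5 at 2 nM final in Tris HCl pH 7.4 with 0.06 mM NADH and 0.2 mM pyruvate, reacted 5 minutes at room temperature. Remaining NADH coupled via diaphorase/resazurin; resorufin fluorescence read at 0 and 20 minutes, normalized to enzyme-free and DMSO wells.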
D2 antagonist: HTS Assay for Allosteric Antagonists of the Human D2 Dopamine Receptor: Primary Screen for Antagonists; inhibition, % at 10 µM; HEK293 TREx D2 cells, calcium flux, dopamine EC80; 2% of 340,000 active; AID 485344, 2010; in the data active = inhibition above about 30%; also: 0% is about no effect
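Tetracycline-induced HEK293 TREx cells expressing D2 receptor forced-coupled to calcium signalling, loaded with no-wash calcium dye. Compounds added and calcium flux read 180 s, then dopamine added at EC80 and read a further 180 s.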
Starred values were filed as active, the others as inactive; u = inconclusive; x = not tested or not shown; & = joins results of further samples; [ ] = dose if it differs, or a comment. Unless noted, calls follow the shape of the dose curve; as a rule, active = well fitted curve in the direction sought with a large enough effect; inconclusive = small, poorly fitted or top-dose-only effect, or another doubt; inactive = no such curve, though single readings can be large; an effect the other way counts as inactive or inconclusive.

Order of results – ALOX12 inh	RGS4 inh	Vif-APOBEC3F blk	GRP78 ERSR act	ERG-DNA inh	D2 ag	Vif-A3G inh	LDHA inh	D2 antagonist
Cc1ccc(/C=N/NC(=O)CN(Cc2ccccc2)S(=O)(=O)c2ccc3c(c2)OCCO3)cc1
 : -8%	17%	5%	-3%	0%	0.7	1%	-1	-14
CCOC(=O)c1c(NC(NC(C)=O)C(Cl)(Cl)Cl)sc2c1CCCC2 (centres undefined)
 : -27%	-34%	-15%	-5%	-3%	2.4	-5%	3	13
Cc1noc(C)c1COc1cccc(C(=O)NCc2cccc(Cl)c2)c1
 : -1%	-26%	x	-3%	6%	1.2	1%	-6	3
Fc1ccc(CSc2ncnc3c2oc2ccccc23)cc1
 : -18%	u	-14%	3%	x	2.1	1%	-3	4
CCOC(=O)COc1ccc2c(=O)c(-c3ccc(OC)c(OC)c3)c(C(=O)OCC)oc2c1
 : 0%&14%	7%	1%	u	-1%	x	1%	-1&-13	x
O=C(COC(=O)/C=C/c1cccc(F)c1)Nc1ccc(Cl)cn1
 : 0%	-16%	1%	-5%	0%	1.6	1%	-10	12
NC(=O)N/N=C/C=C/c1ccccc1
 : -1%	-5%	-29%	-4%	3%	1.2	-14%	-2	3
Cc1[nH]n(-c2ccccc2)c(=O)c1/C=N/c1nn[nH]n1
 : u	u	3%	-1%	-2%	-0.1	3%	-6	9
C=CCN(c1ccccc1OC)S(=O)(=O)c1cccc(C(=O)OCC(=O)c2c(N)n(C)c(=O)n(C)c2=O)c1
 : 159%[activator]	3%	7%	-1%	-9%	x	3%	-7	x
COCCNC(=S)NNc1ccc(Cl)c(C(=O)O)c1
 : -6%	7%[11.4 µM]	-1%	1%	6%	0.8	1%	5	-18
COc1ccccc1NC(=O)Nc1ccccc1C(N)=O
 : -1%	7%	-6%	-3%	-5%	0.6	1%	-9	-3
CCn1c(SCC(=O)Nc2ccc(C)cc2)nnc1-c1cnccn1
 : 10%	-7%	5%	1%	1%	0.3	0%	-7	6
CCOC(CC(=O)NNC(=O)c1c(-c2c(Cl)cccc2Cl)noc1C)OCC
 : 364%[activator]	1%	8%	-4%	1%	-0.4	-5%	1	-1
CC(=O)c1ccc(N2CCN(C(=O)C(=O)c3cn(CC(=O)N4CCOCC4)c4ccccc34)CC2)cc1
 : 9%	x	0%	-3%	x	x	1%	2	x
COc1ccc(NC(=O)NNC(=O)c2ccc(Cl)cc2Cl)cc1OC
 : 3%	-3%	2%	0%	3%	0.7	3%	-8	-22
CCS(=O)(=O)c1ncc(Cl)c(C(=O)N2CCN(c3cccc(Cl)c3)CC2)n1
 : 0%	-115%	2%	-11%	4%	8.8	u	-6	x
CCOC(=O)c1cccc(NC(=O)CSc2nnc(CNc3ccc(C)cc3)n2CC)c1
 : 4%	-13%	-5%	-1%	-5%	0.6	0%	7	-6
CC1(Cc2ccccc2Cl)C(=O)Nc2cc(-c3ccccc3Cl)ccc21 (centres undefined)
 : -30%	x	x	3%	x	x	-4%	-3	x
Cc1ccccc1C(=O)Oc1ccccc1C(=O)N1CCOCC1
 : 0%	-12%	0%	u	-6%	0.2	1%	-12	-7
O=C(Cn1c(=O)sc2ccccc21)N1CCOCC1
 : 3%	8%	-5%	0%	x	0.4	1%	-17	0

Quoted at random: 7 entries already listed, in no set order.
Order of results – ALOX12 inh	RGS4 inh	Vif-APOBEC3F blk	GRP78 ERSR act	ERG-DNA inh	D2 ag	Vif-A3G inh	LDHA inh	D2 antagonist
O=C(COC(=O)/C=C/c1cccc(F)c1)Nc1ccc(Cl)cn1
 : 0%	-16%	1%	-5%	0%	1.6	1%	-10	12
Fc1ccc(CSc2ncnc3c2oc2ccccc23)cc1
 : -18%	u	-14%	3%	x	2.1	1%	-3	4
CCn1c(SCC(=O)Nc2ccc(C)cc2)nnc1-c1cnccn1
 : 10%	-7%	5%	1%	1%	0.3	0%	-7	6
COc1ccccc1NC(=O)Nc1ccccc1C(N)=O
 : -1%	7%	-6%	-3%	-5%	0.6	1%	-9	-3
Cc1ccccc1C(=O)Oc1ccccc1C(=O)N1CCOCC1
 : 0%	-12%	0%	u	-6%	0.2	1%	-12	-7
CC1(Cc2ccccc2Cl)C(=O)Nc2cc(-c3ccccc3Cl)ccc21 (centres undefined)
 : -30%	x	x	3%	x	x	-4%	-3	x
C=CCN(c1ccccc1OC)S(=O)(=O)c1cccc(C(=O)OCC(=O)c2c(N)n(C)c(=O)n(C)c2=O)c1
 : 159%[activator]	3%	7%	-1%	-9%	x	3%	-7	x

Additional entries:
Order of results – ALOX12 inh	RGS4 inh	Vif-APOBEC3F blk	GRP78 ERSR act	ERG-DNA inh	D2 ag	Vif-A3G inh	LDHA inh	D2 antagonist
CCCN1CCN(CCCNC(=O)CN2C(=O)c3cccnc3Oc3ccc(Cl)cc32)CC1
 : 0%	-3%	-16%	-4%	10%	0.9	-8%	-3	-18
CC(C)NC(=O)CCc1nnc(Cc2cccc(C(F)(F)F)c2)o1
 : -3%	-31%	-4%	5%	-1%	0.1	-3%	-9	7
Fc1ccc(-n2cc(-c3ccccc3)c3c(NN4CCOCC4)ncnc32)cc1
 : 5%	-10%	4%	1%	-4%	1.1	-10%	-5	-8
Cc1oc2ncn(C)c(=O)c2c1C(=O)N1CCN(c2ccc(Cl)cc2)CC1
 : -16%	-18%	-3%	-1%	-7%	0.2	-2%	-1	x
Cc1ccsc1C(=O)OCC(=O)NCc1ccco1
 : -3%	0%	4%	0%	0%	-0.2	-4%	-6	-4
Cc1cc(=O)[nH]c(SCC(=O)NCc2ccco2)n1
 : 3%	-26%	-7%	-4%	-5%	0.6	3%	-1	-10
O=C(COc1ccc(Cl)cc1Cl)NN1C(=O)C2C3C=CC([C@@H]2C1=O)C31CC1 (some centres undefined)
 : 226%[activator]	-13%	-2%	-4%	-8%	0.0	3%	-4	1
O=C(CCC(=O)N1CC2CCCN2c2ccccc21)NCc1cccc(Cl)c1 (centres undefined)
 : u	13%	-2%	-5%	1%	-0.1	-6%	10	x
COc1ccc(-c2nc(C(=O)Nc3ccc(C(C)=O)cc3)nn2-c2cccc(Cl)c2)cc1
 : -35%	4%	0%	2%	-1%	5.0	-7%	-7	x
O=C(COc1ccc(Cl)cc1)Nc1ccccc1C(=O)NCc1ccco1
 : -12%	4%	-17%	-5%	x	-0.2	-8%	1	1
COc1cc(NC(=O)Cn2ncc(Cl)c(Cl)c2=O)c(C)cc1[N+](=O)[O-]
 : 0%	-3%	8%	-14%	3%	1.6	u	-2	12
CN(C)CCN1C(=O)c2oc3ccccc3c(=O)c2C1c1cccc(Br)c1 (centres undefined)
 : u	-16%	-3%	-4%	-12%	-0.7	1%	-2	-20
O=C(CN1C(=O)C2CC=CCC2C1=O)Nc1ccc(S(=O)(=O)Nc2nccs2)cc1 (centres undefined)
 : -5%	-19%	-3%	-2%	7%	1.1	-2%	-2	-21
COc1ccccc1C(CNC(=O)c1cc(S(=O)(=O)N2CCOCC2)ccc1C)N1CCCC1 (centres undefined)
 : -7%	7%	1%	-3%	-2%	-0.4	-1%	-3	-9
CCOc1cc(CN2CCCCC2)ccc1OC
 : -26%	-7%	-1%	-4%	5%	-0.1	1%	-4	10
Nc1ccccc1C(=O)/C=C/c1ccc2c(c1)OCO2
 : -9%	8%	2%	-2%	6%	-0.5	u	1	2
O=C(Nc1ccccc1O)c1cccc(S(=O)(=O)N2CCOCC2)c1
 : u	3%	-1%	-2%	-13%	-0.8	-1%	-1	-3
O=C(O)C1CCC(Cn2c(SCc3cc(=O)n4cc(Br)ccc4n3)nc3ccsc3c2=O)CC1 (centres undefined)
 : -1%	11%	2%	-2%	-8%	-0.1	2%	-13	-13
COCCn1c(SCC(=O)Nc2cccnc2Cl)nc2ccccc21
 : u	8%	-1%	-3%	-5%	x	0%	-6	x
CCC(CC)C(=O)N(C)c1c(C)nc2c(OCc3ccc(Cl)cc3)cccn12
 : u	x	x	1%	x	x	-2%	1	x

Screening data (PubChem BioAssay)

An excerpt, so the mix of outcomes need not match the whole.
